MazEF act = MazEF (E. coli) toxin RNase activation | FAM/BHQ RNA-DNA oligo cleavage fluorescence, 5 h | activation, % at 20 µM | 350,000 tested, 0.32% active | AID 504720; in the data active means activation above about 50%
Target sequence (P0AE70 whole entry, looked up): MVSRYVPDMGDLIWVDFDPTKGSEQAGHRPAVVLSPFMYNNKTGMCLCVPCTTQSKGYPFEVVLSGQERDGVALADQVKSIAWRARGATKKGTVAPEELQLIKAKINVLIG
PfHsp40 yeast = compounds rescuing yeast from Plasmodium falciparum HSP40 toxicity; 340,000 tested, 0.68% active; growth rescue, % at 12.5 µM; S. cerevisiae expressing PfHsp40, growth rescue, ATP luminescence; in the data active means growth rescue above about 28%, passing the limit was not always enough;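 further: yeast W303a lacking pdr1 and pdr3 grown in galactose medium; growth measured after three days at 30 °C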
Y pestis TopoI = Y. pestis Topo-I inhibition via cleavage products; Y. pestis Topo-I cleavage product accumulation, plate reader; activity, % at 10 µM; 360,000 tested, 0.064% active; AID 504884; in the data active means activity above about 50%, passing the limit was not always enough; further: inactives centre near 2
DUSP3 inh = inhibitors of human VHR1 phosphatase (DUSP3) | P51452 | recombinant VHR phosphatase, pNPP absorbance | inhibition, % at 13.3 µM | 290,000 tested, 0.52% active | AID 1654; in the data active means inhibition above about 50%; further: some compounds called inactive have numbers as strong as hits
Target sequence (P51452 whole entry, looked up): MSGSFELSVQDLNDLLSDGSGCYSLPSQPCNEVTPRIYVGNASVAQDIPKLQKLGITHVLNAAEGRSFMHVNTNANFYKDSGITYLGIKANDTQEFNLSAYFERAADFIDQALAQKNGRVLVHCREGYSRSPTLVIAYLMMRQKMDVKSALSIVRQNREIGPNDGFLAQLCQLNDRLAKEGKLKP
Rv3671c protease = inhibits the M. tuberculosis serine protease Rv3671c; P9WHR9; inhibition, % at 5.96 µM; 320,000 tested, 0.048% active; AID 2606; in the data active means inhibition above about 38%;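 further: extracellular domain of Rv3671c used as enzyme; 0% = enzyme with DMSO and 100% = no enzyme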
Target sequence (P9WHR9 whole entry, looked up, the tested form may be a part): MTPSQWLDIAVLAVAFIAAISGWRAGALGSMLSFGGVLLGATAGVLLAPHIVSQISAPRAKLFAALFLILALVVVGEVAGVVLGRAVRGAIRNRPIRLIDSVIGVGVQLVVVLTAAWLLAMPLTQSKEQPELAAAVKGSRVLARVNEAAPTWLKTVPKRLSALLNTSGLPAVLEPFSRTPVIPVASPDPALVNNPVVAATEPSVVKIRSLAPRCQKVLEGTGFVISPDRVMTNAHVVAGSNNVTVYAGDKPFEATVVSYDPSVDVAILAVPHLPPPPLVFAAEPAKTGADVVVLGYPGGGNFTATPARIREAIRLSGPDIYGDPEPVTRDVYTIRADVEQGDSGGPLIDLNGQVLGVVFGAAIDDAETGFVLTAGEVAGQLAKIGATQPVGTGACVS
Anthrax LF prot = blocks Bacillus anthracis lethal factor protease; P15917; multiplex microsphere protease cleavage assay, LF; inhibition, % at 10 µM; 360,000 tested, 0.12% active; in the data active means inhibition above about 30%; further: plate controls were buffer without enzyme for full effect and enzyme alone for no effect
PriA SSB inh = inhibitors of Klebsiella pneumoniae PriA binding to SSB C-terminal tail; AlphaScreen SSBct-PriA binding, biotinylated peptide; inhibition, % at 33 µM; 430,000 tested, 0.6% active; AID 1272365; in the data active means inhibition mostly above about 37%, no sharp cut-off; inactive means mostly below about 20%;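 further: plate controls were negative control peptide for no effect and reference peptide for full effect; strong numbers were not always called active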
BH1578 lux ind = induces V. cholerae light production without autoinducers; 350,000 tested, 0.16% active; V. cholerae BH1578 lux reporter, luminescence, 6 h; AID 588436; activation, % at 18.7 µM; in the data active means activation mostly above about 9.7%, no sharp cut-off; further: not every result past the cut was called active; inactives centre near 0; reference of the scale not given here
TcdB inh = blocks C. difficile toxin B glycohydrolase activity; P18177; inhibition, % at 9.99 µM; AID 652162; 350,000 tested, 0.24% active; TcdB glycohydrolase enzymatic assay, plate reader; in the data active means inhibition above about 10%
3CLpro inhibitor = SARS-CoV 3CLpro protease inhibition; AID 1706; P0C6X7; inhibition, % at 6 µM; recombinant SARS-CoV 3CLpro, quenched FRET peptide cleavage; 290,000 tested, 0.14% active; in the data active means inhibition above about 12%
The depositor's hits bear a star; i = inactive; · = no result given; + = active, no number; & = joins results of further samples. This is a subset; count on the stated rates, not on these rows.

SMILES	MazEF act	PfHsp40 yeast	Y pestis TopoI	DUSP3 inh	Rv3671c protease	Anthrax LF prot	PriA SSB inh	BH1578 lux ind	TcdB inh	3CLpro inhibitor
O=C(NC(=S)N(Cc1ccccc1)c1ccccn1)C1CCCCC1	-1	-0.1	0	15	15	-1	-4	-0.3	-0.5	2
Cc1ccc(-c2nnc(N(C)C(=O)c3cccnc3)s2)cc1	9	1.9	2	32	4	2	6	i	·	5
O=c1c2[nH]c3ccc(F)cc3c2nc2n1CCCS2	10	0.7	5	3	-6	7	-21	1.0	1.8	3
O=C(NCc1ccc2c(c1)OCO2)C1CCN(Cc2cnn(-c3ccccc3)c2-n2cccc2)CC1	-10	0.2	38	7	3	-2	9	-12	·	5
COc1ccc(/C=C2\Oc3cc(OC(=O)N4CCOCC4)ccc3C2=O)cc1	-1	-0.5	8	23	8	0	1	-0.5	-2.5	4
O=C(O)/C=C/c1cn(-c2ccccc2)nc1-c1ccccc1	8	-1.3	1	19	-9	-10	-1	-0.3	1.5	5
O=C(CSc1nnnn1C1CCCC1)N1CCN(C(=O)c2ccco2)CC1	4	-1.8	8	6	3	6	4	i	·	4
Cc1[nH]c2ccccc2c1C(C[N+](=O)[O-])c1cccc(O)c1 (centres undefined)	-2	1.0	-3	15	3	-8	9	1.6	2.1	1
COc1ccc(C(O)P(=O)(OCc2ccccc2)c2ccc(N(C)C)cc2)cc1 (centres undefined)	1	-0.5	15	-4	3	-3	-14	-0.6	0.1	-4
CC(C)(C)NC(=O)C[C@H]1C[C@H](C(=O)N2CCOCC2)[C@@]2(C)c3[nH]c4ccc(Cl)cc4c3CCN2C1=O	9	6.4	9	·	·	0	-3	i	0.5	·
Cc1ccccc1CN1[C@@H](Cc2ccccc2)COCCS1(=O)=O	4	0.1	-7	·	-8	-7	-11	-1.3	·	·
CCN(CCO)c1ccc(N=Cc2c(O)n(C)c(=S)[nH]c2=O)cc1	-26	·	2	-19	-55	·	7	-0.7	-13	0
O=C(CCn1c(=S)[nH]c2ccccc2c1=O)N1CCCCC1	-1	0.2	7	-9	-1	0	-1	i	1.0	0
COc1cc(/C=N\NC(=O)c2ccc(C)nc2)ccc1OC(=O)c1ccc2c(c1)OCO2	-58	-0.1	37	12	-102	-2	·	·	·	0
CN1CCN(C(=O)C23CC4CC(C)(CC(C)(C4)C2)C3)CC1	1	1.4	-9	20	9	-2	-9	-0.5	0.5	-2
CCC(C)c1ccccc1N1CC(C(=O)Nc2cc(S(=O)(=O)N3CCOCC3)ccc2OC)CC1=O (centres undefined)	-4	0.6	19	10	4	-2	-8	-0.2	1.2	-5
O=C(/C=C/c1cccc(Cl)c1)c1ccc([N+](=O)[O-])o1	14	-6.1	-4	·	0	-5	-3	-0.8	2.0	·
CC(C)OCCCNC(=O)Cc1ccc(F)cc1	1	-0.1	2	14	4	0	-13	i	0.2	1
CC(=O)Nc1c(O)nc(C)[nH]c1=O	3	·	·	4	-1	·	-5	·	0.2	0
COc1ccc(-n2c(SCC#N)nnc2-c2ccc(NS(=O)(=O)c3ccc(C)cc3)cc2)cc1	4	0.4	-5	48	-14	-4	6	i	·	8
O=S(=O)(c1ccc(Cl)cc1)N1CCNCC1	3	1.3	5	22	6	-6	0	i	-1.4	2
O=C(CC(c1ccccc1)c1ccccc1)Nc1ccncc1	6	0.2	4	23	-10	0	-8	-0.5	1.8	-2
COCCSc1nnc(NC(=O)c2ccco2)s1	6	0.4	10	29	4	8	-6	i	0.6	4
C/C(=N\NC(=O)c1cc(-c2cccc([N+](=O)[O-])c2)n[nH]1)c1ccccc1O	-2	-0.1	-4	46	-5	1	·	-0.4	·	2
C=CCn1c(=O)/c(=C/c2cc(OC)c(OC)c(OC)c2)s/c1=C(/C#N)c1nc2ccccc2n1C	+	1.5	0	5	-3	61*	·	·	·	5
Cc1ccccc1OCC1CN(CN2CCOCC2)C(=O)O1 (centres undefined)	-6	-1.3	-6	15	-6	-4	-7	i	·	-2
C#CCOCCOCCOCCNc1nc(N2CCN(C(=O)[C@H](CCCCN)n3cc(CCC(=O)O)nn3)CC2)nc(N2CCN(C(=O)[C@H](CCCCN)n3cc(CC(C)O)nn3)CC2)n1 (some centres undefined)	3	0.4	5	·	2	6	-7	-2.2	0.3	·
COC(=O)c1cn(C)c2ccc(S(=O)(=O)N3CCCCC3)cc2c1=O	3	0.0	-9	-10	·	-3	-4	-0.4	·	-1
CCn1cc(Cl)c(C(=O)Nc2cc(C(=O)OC)cc(C(=O)OC)c2)n1	-2	0.3	0	22	-18	-3	1	-0.3	1.8	-2
O=C(O)COc1ccccc1/C=N/NC(=O)CSc1nc2ccccc2c(=O)n1-c1ccccc1	3	0.0	5	41	4	1	i	i	0.9	-4
COc1ccc(-c2csc(NC(=O)CN3C(=O)C4CC=CCC4C3=O)n2)cc1OC (centres undefined)	-5	0.4	9	22	-3	-1	-1	-3.1	0.4	6
COc1ccc(-n2c(SCC(=O)Nc3ccc(Cl)cc3)nc(O)c(Cc3ccccc3)c2=O)cc1	-10	0.9	12	4	2	-3	-2	0.7	4.1	8
O=C(CSc1nnc(-c2ccc(NS(=O)(=O)c3ccccc3)cc2)o1)NCC1CCCO1 (centres undefined)	8	-0.9	-6	2	-3	-3	-2	i	·	-1
O=C(COC(=O)c1cc(S(=O)(=O)N2CCOCC2)cs1)c1ccccc1	4	0.2	12	-10	-4	0	-7	i	·	-3
CCCOC(=O)CSC1=C(C#N)C(c2ccccc2Cl)CC(=O)N1 (centres undefined)	8	0.7	11	50*	2	-5	-12	-0.2	0.3	0
Cc1nn(-c2ccccc2)c(C)c1NC(=O)COC(=O)c1cc([N+](=O)[O-])ccc1NCCO	10	0.0	7	-2	6	2	-10	-0.7	1.4	2
CCCCNC(=O)c1ccc(Cc2cn(C)c3ccccc23)nc1	·	·	24	·	·	-6	·	1.1	0.6	·
CCCCc1nc(S(=O)(=O)c2ccc(Cl)cc2)c(N2CCOCC2)o1	-2	0.6	14	0	4	5	-19	-2.8	·	-2
COCC(C)n1c(C)cc(C(=O)CSc2nnc(N)s2)c1C (centres undefined)	12	3.7	5	-17	-2	-5	8	i	·	2
CN(C)C(=O)CN1C(=O)NC2(CCc3ccccc32)C1=O (centres undefined)	-1	0.1	0	12	8	-3	-26	-0.1	0.2	-1
CCN(CC)CCNC(=O)c1ccc(NC(=O)c2cc(-c3ccco3)nc3ccccc23)cc1	13	1.1	-33	1	-5	-7	4	i	0.6	-3
Cc1ccsc1/C=N/NC(=O)c1cc(-c2ccncc2)nc2ccccc12	8	1.1	29	18	1	1	·	-0.3	-2.4	5
O=C(Nc1nc2ccccc2s1)c1cc(-c2ccccc2)nn1-c1ccccc1	-18	-1.1	4	-4	-35	-5	-8	-0.3	-0.4	2
O=C1NC(=O)C(=Cc2ccc3c(c2)OCO3)C(=O)N1	·	·	·	2	-21	·	·	·	0.4	0
CC(C)N1C2OC(C3OC4C(O3)N(C(C)C)S(=O)(=O)N4C(C)C)OC2N(C(C)C)S1(=O)=O (centres undefined)	2	-1.0	1	43	-6	2	-14	i	·	-2
O=C(NC(=S)N(Cc1ccccc1)c1ccccn1)C1CC1	-8	0.1	-4	0	-7	-2	-6	i	0.9	-3
CCCCCOc1ccc(CSc2n[nH]c(C)n2)cc1	-4	271*	5	-13	0	-3	-19	0.9	1.1	3
COc1ccc2cc(CN(CCCN3CCOCC3)Cc3nnnn3C3CCCCC3)c(=O)[nH]c2c1	-7	0.1	2	4	-10	3	-7	i	·	6
Cc1cc(F)ccc1C(O)c1ncc(-c2ccccc2F)[nH]1 (centres undefined)	·	·	6	·	·	-11	·	i	1.3	·
COCc1c(C(=O)OCc2c(C)noc2C)oc2ccccc12	-1	0.2	0	12	2	1	-20	-0.4	-0.8	-5
Cc1cc(C)c(CSc2ncc(-c3ccc([N+](=O)[O-])cc3)[nH]2)c(C)c1	76*	1.3	-29	-1	-16	0	10	i	·	5
CCc1nnc(NC(=O)CSc2nc(-c3ccc(F)cc3)cc(-c3ccccc3)c2C#N)s1	63*	-1.3	4	32	·	-1	-7	-0.3	0.5	2
O=S(=O)(NCC(c1cccnc1)N1CCN(c2ccccc2F)CC1)c1cccs1 (centres undefined)	-7	0.8	-4	11	-3	-2	2&0	-0.3	1.4	1
Cc1ccccc1Nc1nc(=O)c2cc([N+](=O)[O-])ccc2s1	5	-0.9	2	18	-4	-3	2	i	·	1
COc1ccc(OC)c(Nc2nc3ccc(C)cc3n3cnnc23)c1	14	-1.4	-6	28	2	17	-5	0.0	1.5	-5
CCN(CC(=O)Nc1ccc2c(c1)OCCO2)C(=O)CSCC(=O)Nc1ccc(C)cc1	-2	0.1	12	·	0	1	-4	2.4	1.3	·
CCOC(=O)Nc1cc(Br)c2c(c1)OCCO2	1	-0.4	-5	-15	2	-7	-14	i	·	4
CC(=O)Nc1ccc(NC(=O)COC(=O)c2ccccc2C(=O)c2ccccc2)cc1	5	-0.8	3	·	-11	4	-3	i	0.4	·
COc1ccc(-c2cc(C(=O)O)nc3ccc4ccccc4c23)cc1OC	0	-1.0	4	6	5	0	-1	i	0.0	-2
Cc1cccc(NC(=O)C2CCCN2C(=O)OCc2ccccc2)c1 (centres undefined)	6	-1.6	3	·	4	-2	-2	-0.3	0.6	·

6 compounds picked at random from those above:
SMILES	MazEF act	PfHsp40 yeast	Y pestis TopoI	DUSP3 inh	Rv3671c protease	Anthrax LF prot	PriA SSB inh	BH1578 lux ind	TcdB inh	3CLpro inhibitor
Cc1cc(C)c(CSc2ncc(-c3ccc([N+](=O)[O-])cc3)[nH]2)c(C)c1	76*	1.3	-29	-1	-16	0	10	i	·	5
CCc1nnc(NC(=O)CSc2nc(-c3ccc(F)cc3)cc(-c3ccccc3)c2C#N)s1	63*	-1.3	4	32	·	-1	-7	-0.3	0.5	2
Cc1ccccc1Nc1nc(=O)c2cc([N+](=O)[O-])ccc2s1	5	-0.9	2	18	-4	-3	2	i	·	1
CC(=O)Nc1ccc(NC(=O)COC(=O)c2ccccc2C(=O)c2ccccc2)cc1	5	-0.8	3	·	-11	4	-3	i	0.4	·
Cc1cc(F)ccc1C(O)c1ncc(-c2ccccc2F)[nH]1 (centres undefined)	·	·	6	·	·	-11	·	i	1.3	·
COc1ccc2cc(CN(CCCN3CCOCC3)Cc3nnnn3C3CCCCC3)c(=O)[nH]c2c1	-7	0.1	2	4	-10	3	-7	i	·	6

(list continues)
SMILES	MazEF act	PfHsp40 yeast	Y pestis TopoI	DUSP3 inh	Rv3671c protease	Anthrax LF prot	PriA SSB inh	BH1578 lux ind	TcdB inh	3CLpro inhibitor
COc1ccc(S(=O)(=O)Cc2ccc(C(=O)NCC(OC)OC)o2)cc1	2	-0.5	5	13	4	-14	-10	i	-0.2	6
COc1cccc(CC(=O)OCC(=O)c2cc(OC)c(OC)c(OC)c2)c1	0	0.4	14	·	-3	-14	-31	-6.3	0.6	·
COC(=O)C1=C(c2ccc(OC(F)(F)F)cc2)C[C@@H]2CC[C@H]1N2C(=O)N1CCCCC1	8	2.1	37	·	8	-2	-11	-5.9	1.7	·
CC(C)NC(=O)c1ccc(NC(=O)CC2SC(N3CCCC3)=NC2=O)cc1 (centres undefined)	5	-2.4	-8	·	-4	-9	0	i	-0.5	·
O=C(N/N=C/c1cccnc1)c1cccc(NC(=O)c2cccc(Br)c2)c1	16	0.3	8	31	61*	-3	·	-0.2	0.7	8
Cc1ccc(S(=O)(=O)N2CCN(CC(=O)NCC3(N4CCOCC4)CCCCC3)CC2)cc1	4	-1.6	21	·	·	·	-4	i	-1.3	·
O=C(Nc1cc(Br)c(O)c(Br)c1)c1cccc(NC(=O)c2ccco2)c1	5	2.7	-13	7	-11	-3	5	0.5	3.8	0
Cc1ccc(S(=O)(=O)N2CCN(C(=O)CCC(=O)NCCc3ccc(S(N)(=O)=O)cc3)CC2)c(C)c1	0	0.0	2	-6	-8	4	-4	-0.4	3.0	0
CC12CC3(C)CC(C)(C1)CC(C(=O)NC(=S)N1CCCC1)(C2)C3	-8	-1.4	-10	-1	-7	-6	-12	i	1.2	3
CCOC(=O)C1CC(c2ccccc2)=NN1c1ccccc1 (centres undefined)	0	·	12	·	·	-7	·	i	-0.5	·
